Screens deposited in PubChem by National Center for Advancing Translational Sciences (NCATS).
Epigenetic derep = Quantitative High-Throughput Screen for Regulators of Epigenetic Control. murine LDR cells, GFP reporter derepression, 30 h. Potency, µM (doses to about 53.9 µM), without a hit: at the top dose GFP activation, most hits filed as activators. 280,000 compounds, 0.2% hits. AID 1865, 2009; active = well fitted activation curve with a large enough effect; inconclusive = small, poorly fitted or top-dose-only effect; also: % of control where 0% means no effect; nearly all actives have a fitted effect of over 60% in size
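Readout is the number of GFP-expressing murine LDR cells, counted by cytometry following washing. Cells were treated with compound for 30 h at 37 C; the stably integrated CMV-GFP locus is normally silent.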
Starred values were filed as active, the others as inactive; ? = inconclusive. Potency is read from the fitted curve at half-maximal effect. An excerpt; rates above refer to the full screens.

SMILES	Epigenetic derep
COc1ccc(-c2nc(CN3CCC(C(=O)NCc4ccccc4)CC3)c(C)o2)cc1OC	0.0%
CCC(CC)C(=O)Nc1c(C(=O)N2CCN(c3ccccc3)CC2)oc2ccccc12	-2.4%
Cc1ccc2c(c1)c1c(c(=O)n(-c3ccccc3C)c(=O)n1Cc1ccccc1F)n2C	-4.7%
CCS(=O)(=O)N1CCc2cc(C(=O)Nc3ccc(Br)cc3F)ccc21	-4.6%
CSc1ccc(CNC(=O)C2CCN(c3nnc(-n4cccc4CNc4ccc(C)cc4)s3)CC2)cc1	1.4%
CCc1ccccc1Nc1nn2c(=O)c3ccc(C(=O)NCCC4=CCCCC4)cc3nc2s1	9.7%
Cc1ccc2c(Sc3ccc(Cl)cc3)c(C(=O)N3CCC(C)CC3)[nH]c2c1	-0.4%
CCN(CC)S(=O)(=O)c1ccc2c(c1)N(CC(=O)Nc1c(C)cccc1C)C(=O)CO2	-2.2%
Cc1ccc(Cl)cc1NC(=O)CSCc1cnn(-c2ccccc2)c1-n1cccc1	0.8%
COc1ccc(NC(=O)CCNS(=O)(=O)c2cccc3nonc23)c(OC)c1	-1.1%
CCc1cccc(CC)c1NC(=O)CCS(=O)(=O)c1ccc(Br)s1	-0.9%
COc1ccc(NC(=O)c2cccn2-c2nnc(N3CCCCC3)s2)cc1Cl	-3.4%
CCOC(=O)c1cc(C)n(CC2CCC(C(=O)Nc3ccc(C)cc3)CC2)c1C (stereo unspecified)	-0.2%
Cc1ccc(N(CC(=O)N2CCN(c3ccc(Cl)cc3)CC2)S(=O)(=O)c2c(C)nn(C)c2C)cc1	0.3%
CCCC1=Nc2cc(C(=O)NCCc3ccc(OCC)cc3)ccc2Sc2ccccc21	0.8%
CCc1ccccc1NC(=O)c1ccc2c(c1)N(Cc1cccc(Cl)c1)C(=O)c1ccccc1S2(=O)=O	2.7%
CCC1CCCCN1C(=O)CSc1nc(-c2ccc(OC)c(OC)c2)cc(C(F)(F)F)n1 (stereo unspecified)	-0.1%
CCn1cc(C(=O)N2CCN(c3ccccc3F)CC2)c(=O)c2cc(S(=O)(=O)N(C)C)ccc21	-0.8%
Cc1c(C(=O)OC2CCC(C)CC2)[nH]c2c1C(=O)CC(c1ccc(N(C)C)cc1)C2 (stereo unspecified)	0.0%
Cc1cccc(-c2nnc(C3CCN(S(=O)(=O)c4cccc(Cl)c4)CC3)o2)c1	?
CCN(CC)c1ccc(C(=O)Nc2ccc3nc(N(CC)CC)cc(C)c3c2)cc1	6.0%
O=C(CC1(O)C(=O)N(CCc2ccccc2)c2ccc(Br)cc21)c1ccccc1 (stereo unspecified)	7.8%
Cc1cc(=O)n2nc(N3CCC(C(=O)Nc4ccc(C)c(Cl)c4)CC3)sc2n1	-1.6%
CCOc1ccc(-c2nc3c(c(CC)nn3-c3ccccc3)c3cc(OC)c(OC)cc23)cc1	-0.8%
CCOC(=O)COc1ccc(F)cc1C(=O)c1ccn2nc(-c3ccc(C)cc3)cc2n1	1.1%
COc1ccc(N2CCN(C(=O)c3cn(C)c4ccc(S(=O)(=O)N(C)C5CCCCC5)cc4c3=O)CC2)cc1	-1.9%
O=C(Nc1ccc(F)cc1F)c1ccc2c(=O)n3c(nc2c1)CCCCC3	-1.1%
CCc1ccc(NC(=O)Cn2c(=O)n(CCc3ccccc3)c(=O)c3sc4ccccc4c32)cc1	-3.0%
CCOC(=O)N1CCC(NC(=O)c2ccc3c(c2)N(Cc2ccccc2)C(=O)c2ccccc2S3(=O)=O)CC1	5.3%
Cc1ccc(CSc2ccc3nnc(CCNS(=O)(=O)c4ccc(C)cc4)n3n2)cc1	-0.9%
COc1ccc(CCNC(=O)c2nn(-c3ccc(C)cc3)c(=O)c3c2c2ccccc2n3C)cc1OC	2.9%
COc1ccc(CCNC(=O)C2=C(C)C(=O)OC23CCCCC3)c(OC)c1OC	0.0%
O=c1c2sc3ccccc3c2n(Cc2ccc(Cl)cc2)c(=O)n1Cc1ccco1	-0.1%
CCCN1CCN(C(=O)Cn2ncc3c4ccccc4n(Cc4cccc(Cl)c4)c3c2=O)CC1	5.8%
COc1ccc2nc(NC(=O)c3nc(SCc4cccc(C)c4)ncc3Cl)sc2c1	3.3%
CCOC(=O)c1ccc(N2C(=O)c3n[nH]c(-c4ccco4)c3C2c2cccc(F)c2)cc1 (stereo unspecified)	3.3%
CC(C)CCNC(=O)[C@@H](c1ccccc1)N1Cc2ccccc2C1=O	-1.1%
O=C1c2[nH]nc(-c3ccc(F)cc3)c2C(c2ccccc2F)N1c1ccccc1 (stereo unspecified)	0.3%
COc1ccc(N2CCN(S(=O)(=O)c3ccc(C4CCCCC4)cc3)CC2)cc1	-0.2%
Cc1cccc(-c2noc(-c3ccccc3OCC(=O)Nc3ccccc3[N+](=O)[O-])n2)c1	1.3%
COc1ccc(Nc2ncc(C(=O)N3CCN(c4cccc(Cl)c4)CC3)c3ccccc23)cc1	-3.0%
COc1ccc(Cn2c(=O)c3cccnc3n(Cc3cccc(OC)c3)c2=O)cc1	1.1%
COc1cccc(CNC(=O)Cn2ncc3c4ccccc4n(Cc4ccccc4)c3c2=O)c1	2.5%
COc1ccc(C(=O)c2cn(Cc3cccc(C)c3)c3cc4c(cc3c2=O)OCCO4)cc1OC	0.0%
CCOC(=O)c1cc(-c2ccccc2)nn1Cc1ccccc1	1.6%
CCn1c(C(=O)NCc2ccc(OC(C)C)cc2)cc2oc3ccccc3c21	0.0%
O=C(NCCc1ccc(Cl)cc1)c1cc2c(s1)-c1ccccc1OC2	0.0%
COc1ccc2occ(CC(=O)Nc3ccc(S(=O)(=O)Nc4nccc(C)n4)cc3)c2c1	-1.1%
CC(=O)N1CCc2c(sc3c2c(=O)n(CCc2ccccc2)c(=O)n3CC(=O)Nc2ccc(C)c(F)c2)C1	1.1%
CSc1ccc(-c2nnn(CC(=O)Nc3sc4c(c3C#N)CCC(C(C)(C)C)C4)n2)cc1 (stereo unspecified)	-1.1%

Five of these compounds in a different format:
| structure | Epigenetic derep |
| --- | --- |
| COc1ccc(C(=O)c2cn(Cc3cccc(C)c3)c3cc4c(cc3c2=O)OCCO4)cc1OC | 0.0% |
| CCOC(=O)c1cc(-c2ccccc2)nn1Cc1ccccc1 | 1.6% |
| CCn1c(C(=O)NCc2ccc(OC(C)C)cc2)cc2oc3ccccc3c21 | 0.0% |
| O=C(NCCc1ccc(Cl)cc1)c1cc2c(s1)-c1ccccc1OC2 | 0.0% |
| COc1ccc2occ(CC(=O)Nc3ccc(S(=O)(=O)Nc4nccc(C)n4)cc3)c2c1 | -1.1% |

Continuation.
SMILES	Epigenetic derep
Cc1ccc(Cn2c(=O)n(CCc3ccc(Cl)cc3)c(=O)c3ccccc32)cc1	1.5%
Cc1cc(N(CCO)Cc2ccccc2)n2nc(-c3ccc(C(C)(C)C)cc3)nc2n1	-3.9%
CCC(C(=O)NC1CCCCC1)n1nc(C)c2sc3ccccc3c2c1=O (stereo unspecified)	-0.4%
O=C(NCc1ccc(Cl)cc1)c1ccc2c(c1)nnn2C1CCCC1	-3.2%
O=C(NCCOCCn1c(=O)oc2ccccc21)Nc1ccc(F)cc1	4.0%
Cc1ccc(C(=O)Nc2cc(-c3nc4cc(Cl)ccc4o3)ccc2C)c(C)c1	2.2%
COc1ccccc1CNC(=O)CCCn1c(=O)c2ccccc2n(CC(=O)Nc2c(C)cc(C)cc2C)c1=O	-0.9%
Cc1ccc2cc(CN(C(=O)c3cccc(Cl)c3)c3ccccc3)c(=O)[nH]c2c1	-1.9%
Cc1cc(SCC(=O)Nc2ccc(Cl)cc2)nc2ccccc12	2.1%
CCc1ccc(N=C2NC(=O)CC(C(=O)Nc3ccc(OC)cc3)S2)cc1 (stereo unspecified)	3.8%
Cc1oc(-c2ccccc2F)nc1CS(=O)(=O)CC(=O)NCCc1ccc(Cl)cc1	0.0%
COc1cccc(-c2n[nH]c3c2C(c2cccc(O)c2)N(C)C3=O)c1 (stereo unspecified)	-0.1%
Cc1ccc(CNC(=O)CCc2cn(Cc3ccc(C)cc3)c3ccccc23)cc1	-1.0%
COC(=O)c1cc2oc3ccccc3c2n1CC(=O)Nc1ccc(OC)c(OC)c1	2.7%
COc1cc2ccccc2cc1C(=O)Nc1cccc(-c2nc3cc(C)c(C)cc3o2)c1	-0.8%
COc1ccc(OC)c(-n2c(=O)[nH]c3cc(C(=O)NCCc4ccc(OC)c(OC)c4)ccc3c2=O)c1	1.4%
CCOc1cccc(C2c3c(-c4cc(C)ccc4O)n[nH]c3C(=O)N2Cc2ccco2)c1 (stereo unspecified)	-0.8%
O=C(O)c1cc(-c2ccccc2)nn1Cc1ccccc1	-0.7%
CCCCN1C(=O)c2[nH]nc(-c3ccccc3O)c2C1c1ccc(OCc2ccccc2)cc1 (stereo unspecified)	?
CSc1nn(Cc2ccccc2C)c(NC(C)=O)c1S(=O)(=O)c1ccc(C)cc1	0.6%
COc1ccc(-c2cc3nc(C)c(CCC(=O)Nc4ccc(F)cc4F)c(C)n3n2)c(OC)c1	-1.1%
Cc1nn(CCC(=O)Nc2cc(F)ccc2F)c(=O)c2nn(-c3ccccc3)c(C)c12	2.8%
COc1ccc(N2CCN(C(=O)CCn3c(=O)c4cccn4c4cccnc43)CC2)cc1	-3.7%
Cc1ccc2nc(Cl)c3cc(C(=O)NCCCN4CCC(C)CC4)sc3c2c1	-5.6%
Cc1ccc(C)c(N2CCN(c3nc4ccccc4n4nnnc34)CC2)c1	-2.3%
CCNC(=O)CC1C(=O)N(c2ccc(F)cc2)C(=O)N1CCOC (stereo unspecified)	-3.1%
Clc1ccc(CCNc2nc3ccccc3c3nc(-c4ccccc4)nn23)cc1	0.8%
CCn1c(=O)n(-c2ccc3c(c2)OCO3)c2nc(-c3ccc(C(C)C)cc3)nc(C(N)=O)c21	-0.3%
CCn1c(CC2C(=O)N(C)c3ccc(Br)cc32)nc2ccccc2c1=O (stereo unspecified)	-5.3%
COc1ccccc1N1CCN(S(=O)(=O)c2c(C)sc3ncn(CC(=O)Nc4cccc(Cl)c4)c(=O)c23)CC1	-1.0%

A different layout for some results above:
mol,Epigenetic derep
Cc1ccc2nc(Cl)c3cc(C(=O)NCCCN4CCC(C)CC4)sc3c2c1,-5.6%
Cc1ccc(C)c(N2CCN(c3nc4ccccc4n4nnnc34)CC2)c1,-2.3%
CCNC(=O)CC1C(=O)N(c2ccc(F)cc2)C(=O)N1CCOC (stereo unspecified),-3.1%
Clc1ccc(CCNc2nc3ccccc3c3nc(-c4ccccc4)nn23)cc1,0.8%

New compounds follow:
SMILES	Epigenetic derep
Cn1c(=O)c2c(-c3ccccc3)n3c(c2n(C)c1=O)C(c1cccc([N+](=O)[O-])c1)Nc1ccccc1-3 (stereo unspecified)	-5.4%
CCc1ccccc1NC(=O)CCc1c(C)nc2cc(-c3ccccc3)nn2c1C	1.9%
O=C(NCc1cccc(Cl)c1)c1ccc2nc(N3CCCCC3)sc2c1	-4.0%
Cc1ccc(-c2nc(CS(=O)(=O)CC(=O)N3CCN(c4cccc(C)c4C)CC3)c(C)o2)cc1	-1.1%
O=c1[nH]c(C2CCCN(S(=O)(=O)c3ccccc3Cl)C2)nc2c1nnn2Cc1ccc(OC(F)(F)F)cc1 (stereo unspecified)	9.3%
Cc1nc2cccnc2n1C1CCN(S(C)(=O)=O)CC1	-1.8%
Oc1ccccc1-c1nc2ccc(Cl)cn2c1Nc1ccc2c(c1)OCCO2	-1.2%
COc1cc(OC)cc(-c2nc3nc(C)c(CCC(=O)Nc4cc(C)cc(C)c4)c(C)n3n2)c1	-0.3%
CCC(=O)Nc1ccc2nc3c(=O)n(C)c(=O)n(C)c3nc2c1	0.0%
O=C(Cc1ccccc1)Nc1cccc(-c2nc3cccnc3s2)c1	-6.1%
CCOC(=O)c1c(-c2ccc(OC)cc2)oc2ccc(OCc3ccc(F)cc3F)cc12	0.2%
CC(=O)c1sc2c(c1C)c(=O)n(-c1ccc(Cl)cc1)c(=O)n2Cc1ccc(Cl)cc1	-1.8%
COc1cccc(-n2c(=O)c3sc4ccccc4c3n(CC(=O)Nc3ccc(F)cc3F)c2=O)c1	?
CC(=O)Nc1ccc(S(=O)(=O)Nc2ccc3c(c2)n(C)c(=O)n3C)c(C)c1	1.6%
CCCCc1ccc(C(=O)c2c(N)c(C(=O)Nc3cccc(OC)c3)c3ccccn23)cc1	-6.7%
CCc1ccc(-n2c(=O)c3c4c(sc3n(CC(=O)N3CCC(C)CC3)c2=O)CCC4)cc1	-0.1%
CCOC(=O)c1cccc(NC(=O)C(Cc2ccccc2)NS(=O)(=O)c2cccc3nsnc23)c1 (stereo unspecified)	-2.3%
CCOc1ccc(Nc2nc3c(S(=O)(=O)c4ccc(CC)cc4)nnn3c3ccc(Cl)cc23)cc1	?
COc1ccc(C(=O)Nc2ccc3oc(-c4cccnc4)nc3c2)cc1	-0.7%
COc1ccccc1-c1cc(C(=O)Nc2cc(OC)c(OC)c(OC)c2)no1	0.9%

Quoted at random: 5 entries already listed
SMILES	Epigenetic derep
COc1cccc(-n2c(=O)c3sc4ccccc4c3n(CC(=O)Nc3ccc(F)cc3F)c2=O)c1	?
CCOC(=O)c1c(-c2ccc(OC)cc2)oc2ccc(OCc3ccc(F)cc3F)cc12	0.2%
CCCCc1ccc(C(=O)c2c(N)c(C(=O)Nc3cccc(OC)c3)c3ccccn23)cc1	-6.7%
CCOc1ccc(Nc2nc3c(S(=O)(=O)c4ccc(CC)cc4)nnn3c3ccc(Cl)cc23)cc1	?
CCOC(=O)c1cccc(NC(=O)C(Cc2ccccc2)NS(=O)(=O)c2cccc3nsnc23)c1 (stereo unspecified)	-2.3%

Other compounds follow.
SMILES	Epigenetic derep
O=C(Nc1ccccc1C(F)(F)F)N1CC=C(c2c[nH]c3ccccc23)CC1	?
Cc1ccc(CN(Cc2cccn2-c2nnc(N3CCCC3=O)s2)C(=O)Nc2ccccc2C(F)(F)F)cc1	1.4%
COc1cc(NC(=O)CN(c2ccc(C)cc2)S(=O)(=O)c2cccc3nonc23)cc(OC)c1	0.1%
CC(NC(=O)Cc1ccc(NC(=O)N2CCSc3ncccc32)cc1)c1ccccc1 (stereo unspecified)	1.0%
Cc1cc(NC(=O)CCn2c(=O)c3cccn3c3cccnc32)ccc1Br	0.5%
